Screening results (PubChem BioAssay)
BAP1 inh: inhibitors of BAP1 deubiquitinase, primary screen, biochemical, Ub-AMC fluorescence, kinetic | recombinant BAP1, Ub-AMC hydrolysis fluorescence kinetic; stronger effect = lower value | activity remaining (% of control), % at 20 µM | 0.48% of 72,000 active | Ubiquitin carboxyl-terminal hydrolase BAP1 (Homo sapiens), Q92560;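 active = activity remaining at or below 50% of control, provided the compound also passes the data quality filters; inactive = the rest, including low values that fail the filters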;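 also: 100% = DMSO wells rate and 0% = substrate alone blank rate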
Target sequence (Q92560 whole entry, looked up): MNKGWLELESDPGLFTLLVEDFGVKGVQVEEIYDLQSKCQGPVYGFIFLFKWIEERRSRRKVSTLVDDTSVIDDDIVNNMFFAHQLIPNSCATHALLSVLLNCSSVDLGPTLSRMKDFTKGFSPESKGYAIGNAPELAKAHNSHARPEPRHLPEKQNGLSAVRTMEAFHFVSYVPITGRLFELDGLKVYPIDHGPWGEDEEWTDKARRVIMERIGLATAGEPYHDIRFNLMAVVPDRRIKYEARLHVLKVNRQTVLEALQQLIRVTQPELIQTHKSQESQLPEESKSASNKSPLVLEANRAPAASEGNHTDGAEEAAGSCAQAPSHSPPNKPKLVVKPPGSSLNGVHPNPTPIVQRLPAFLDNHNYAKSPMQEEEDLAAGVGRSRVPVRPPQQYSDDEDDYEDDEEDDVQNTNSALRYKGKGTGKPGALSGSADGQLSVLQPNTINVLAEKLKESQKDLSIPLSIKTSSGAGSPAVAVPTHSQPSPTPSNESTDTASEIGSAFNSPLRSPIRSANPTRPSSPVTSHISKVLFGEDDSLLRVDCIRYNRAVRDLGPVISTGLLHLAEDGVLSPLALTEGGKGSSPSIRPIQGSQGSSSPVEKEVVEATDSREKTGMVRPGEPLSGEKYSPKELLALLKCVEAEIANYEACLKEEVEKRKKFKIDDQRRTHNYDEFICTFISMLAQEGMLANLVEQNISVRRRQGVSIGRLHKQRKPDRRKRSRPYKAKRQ
HePTP inh: inhibitors of human HePTP phosphatase, primary screen, biochemical, absorbance, leukemia target. recombinant HePTP phosphatase activity, OD absorbance. 0.64% of 110,000 active. inhibition, % at 20 µM. Tyrosine-protein phosphatase non-receptor type 7 (Homo sapiens), P35236; in the data active = inhibition above about 50%;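 also: plate controls were vehicle for no effect and reference inhibitor for full effect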
Target sequence (P35236 whole entry, looked up): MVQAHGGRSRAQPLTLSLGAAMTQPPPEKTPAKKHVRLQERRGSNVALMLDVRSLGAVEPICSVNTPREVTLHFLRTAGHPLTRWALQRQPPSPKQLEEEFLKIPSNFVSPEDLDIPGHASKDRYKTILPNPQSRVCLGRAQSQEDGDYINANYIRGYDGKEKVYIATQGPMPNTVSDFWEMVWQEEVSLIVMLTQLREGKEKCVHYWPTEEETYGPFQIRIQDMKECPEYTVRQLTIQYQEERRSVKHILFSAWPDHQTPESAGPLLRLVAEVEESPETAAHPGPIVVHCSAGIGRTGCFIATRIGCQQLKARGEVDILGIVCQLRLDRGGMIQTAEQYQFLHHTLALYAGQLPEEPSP
* = called active by the depositor; x = no result given; & = joins results of further samples. Compounds were not picked by outcome. About 0.83% of those tested had a hit in this group.

SMILES | BAP1 inh | HePTP inh
Cc1ccc(C)c(NC(=O)CN(c2ccc(F)cc2)S(=O)(=O)c2ccccc2)c1 | x | -12
N#Cc1ccc(NC(=S)Nc2ccccc2)cc1 | x | 4
CCCCn1c(SCC(=O)NCc2ccccc2)nc2ccc(N3CCOCC3)cc2c1=O | 82 | 8
C=CCN1C(=O)/C(=C\c2cc(Cl)ccc2OCc2ccccc2F)SC1=S | x | 1
O=C(OCCn1cncn1)c1cc2ccccc2oc1=O | 62 | 13
COC(=O)COc1ccc(S(=O)(=O)Nc2ccc3c(c2)OCO3)cc1Cl | 121 | 22
Cc1cc(Br)cc(C)c1NC(=O)c1ccc2c(c1)OCCO2 | x | -12
CCC1(COC(=O)Nc2cccc(Cl)c2)COC1 | 100 | -13
Cc1ccc(NC(=O)COC(=O)c2ccn(C)n2)cc1 | 96 | 13&-9
COC(=O)CSc1nnc(CNC(=O)c2cc(OC)c(OC)c(OC)c2)n1C | 105 | 6
CN1C(=O)C2(N=C(C(=O)O)c3ccccc3N2C)c2ccccc21 (stereo not drawn) | x | -6
COC(=O)CCc1c(C)[nH]c(=S)[nH]c1=O | 81 | -10
COCCN(Cc1cc2cccc(C)c2[nH]c1=O)C(=O)c1ccccc1 | 100 | 6
CC(=O)OC1COC(n2ncc(=O)[nH]c2=S)C(OC(C)=O)C1OC(C)=O (stereo not drawn) | x | -14
Cc1ccc(S(=O)(=O)Cn2nnnc2C(C(C)C)N2CCN(C(=O)c3ccco3)CC2)cc1 (stereo not drawn) | 98 | 0
O=c1ccnc(NCCc2ccccc2)[nH]1 | 89 | 7
CSCCC(/C(O)=C(\C#N)c1nc2ccccc2[nH]1)N1C(=O)c2ccccc2C1=O (stereo not drawn) | 39* | -3&-21
Cc1cc(C)c(NC(=O)CSc2nnc(-c3ccncc3)n2Cc2ccco2)c(Cl)c1 | x | 5
O=C(COc1ccc(Br)cc1)Nc1cccc([N+](=O)[O-])c1 | x | 12
Cc1cc([N+](=O)[O-])ccc1NC(=O)CCCOc1ccc(Cl)cc1Cl | x | -5

Gathered by group, the entries above with an aryl thioether with sulfur outside any ring
SMILES | BAP1 inh | HePTP inh
CCCCn1c(SCC(=O)NCc2ccccc2)nc2ccc(N3CCOCC3)cc2c1=O | 82 | 8
COC(=O)CSc1nnc(CNC(=O)c2cc(OC)c(OC)c(OC)c2)n1C | 105 | 6
Cc1cc(C)c(NC(=O)CSc2nnc(-c3ccncc3)n2Cc2ccco2)c(Cl)c1 | x | 5

Following part:
SMILES | BAP1 inh | HePTP inh
CC(NS(=O)(=O)c1cccs1)c1ccccc1 (stereo not drawn) | x | 3
CN(C)CC(=O)N1c2ccccc2CCc2ccc(NC(N)=O)cc21 | x | -1
COc1cc(-c2nnc(-c3ccco3)o2)ccc1OCc1ccccc1 | x | -2
CC(=O)N1c2ccccc2NC2=C(C(=O)CC(C)(C)C2)C1c1ccc(C#N)cc1 (stereo not drawn) | x | 5
O=C(Nc1ccccc1)c1ccc(F)c(S(=O)(=O)N2CCOCC2)c1 | 92 | 2
Cc1cccc(-n2cnc3sc4c(c3c2=O)CCCC4)c1 | 72 | x
O=C(/C=C/c1ccccc1)N1CCC(Cc2ccccc2)CC1 | x | 8
O=C1NC(=O)/C(=C\c2cc([N+](=O)[O-])ccc2Cl)S1 | x | 7
COC(=O)Cc1ccc(NC(=O)c2ccc(Br)o2)cc1 | 95 | -3
COc1ccc(OC)c(S(=O)(=O)N2CCC(Cc3ccccc3)CC2)c1 | x | -4
O=S(=O)(NC1=NCCCCCC1)c1cccs1 | 107 | 3
Cc1cc(-n2c(C)cc(C=O)c2C)ccc1I | x | -9
O=C(COc1ccc(Cl)cc1)Nc1ccc2oc(-c3ccncc3)nc2c1 | 73 | -2
CCN(CC)CCn1c(SCc2ccccc2)nc2ccccc21 | x | -14
COc1cc(OC)cc(C(=O)NCCN2CCOCC2)c1 | 57 | 5
CC(C)c1ccccc1NC(=O)C1C2C=CC(C2)C1C(=O)O (stereo not drawn) | x | 3
CC(C)(C)C1CCc2c(sc(NC(=O)c3ccc(Br)cc3)c2C(N)=O)C1 (stereo not drawn) | x | 8
COc1ccc(NC(=O)CCN2CCC(C)CC2)cc1 | x | 3
N#Cc1nc(-c2cccs2)oc1N1CCN(c2ccccc2)CC1 | x | 6
CCc1ccc(NC(=S)NC(=O)/C=C/c2ccccc2)cc1 | x | -10
Clc1ccc2nc(NC3=NCN(CCN4CCOCC4)CN3)nc(-c3ccccc3)c2c1 | x | 10
Cc1cccn2c(=O)c(/C=N/O)c(N3CCCCC3)nc12 | 79 | 2
O=C(NCCCNc1ccc([N+](=O)[O-])cc1)c1ccccc1Cl | x | -8
O=c1c2c(nc3cc(-c4ccc(F)cc4)[nH]n13)CCCC2 | 79 | 5&4
Cc1ccc2cc(CN(C(=O)c3ccncc3)C(C)C)c(=O)[nH]c2c1 | 89 | -12
COc1cc2c(cc1OC)C(Cc1ccc(O)cc1)N(C)CC2 (stereo not drawn) | x | 5
Cc1cc(C)c(NC(=O)COc2cccc(Br)c2)c(C)c1 | x | -12
CCCC(=O)Nc1ccccc1-c1nnn(CC(=O)Nc2ccc(OCC)cc2)n1 | 81 | 3
COc1ccc(OC(C)C(=O)N2CCOCC2)cc1 (stereo not drawn) | 82 | 9
O=C1c2ccccc2C(Nc2ccc(-c3nc4ccccc4[nH]3)cc2)N1Cc1ccco1 (stereo not drawn) | 65 | 0
Cc1csc(NC(=O)CSc2nc3ccccc3c(=O)[nH]2)n1 | 98 | 1
COc1cc(N)c(Cl)cc1NC(=O)c1ccccc1 | 96 | 4
O=C(NCCCN1CCOCC1)c1ccc(Cl)cc1Cl | x | 10
CCc1ccc(NC(=O)CN(c2ccc(C)cc2)S(=O)(=O)c2ccccc2)cc1 | x | -3
Cc1ccc(S(=O)(=O)N2CCC(C(=O)N3CCCC(C)C3)CC2)cc1 (stereo not drawn) | 83 | x
COc1ccc(-c2ccc(SCC(=O)Nc3cc(C)on3)nn2)cc1OC | 94 | -2
COc1ccc(NC(=O)N2CC(C)OC(C)C2)cc1OC (stereo not drawn) | 66 | 1
c1ccc(CN2C3=NCCN3c3ccccc32)cc1 | 92 | 5
O=C(CN1C(=O)CSC1=O)Nc1ccc2c(c1)OCCO2 | 102 | 7
O=C(CSc1cccc2cccnc12)Nc1nc(-c2ccccc2)cs1 | x | 3

Looked up by compound from the list above:
SMILES | BAP1 inh | HePTP inh
Clc1ccc2nc(NC3=NCN(CCN4CCOCC4)CN3)nc(-c3ccccc3)c2c1 | x | 10
COc1cc(N)c(Cl)cc1NC(=O)c1ccccc1 | 96 | 4

Compound profiles, as listed above:
Profile of Cc1csc(NC(=O)CSc2nc3ccccc3c(=O)[nH]2)n1 = BAP1 inh: 98; HePTP inh: 1
Profile of COc1cc(N)c(Cl)cc1NC(=O)c1ccccc1 = BAP1 inh: 96; HePTP inh: 4
Profile of COc1cc2c(cc1OC)C(Cc1ccc(O)cc1)N(C)CC2 (stereo not drawn) = BAP1 inh: x; HePTP inh: 5

The results go on:
SMILES | BAP1 inh | HePTP inh
O=[N+]([O-])c1ccc(OCCN2CCCCC2)cc1 | x | 2
COc1cc2c(cc1OC)C(C)N(C(=O)Cn1ncc3c1-c1ccccc1OC3)CC2 (stereo not drawn) | 96 | 11
Nn1c(-c2cccs2)nc2sc3c(c2c1=O)CCCC3 | x | -7
CC1CCCN(c2ccc(C(=O)NCCc3ccccc3)cn2)C1 (stereo not drawn) | 88 | 4
O=C(COc1cc2oc(=O)c3c(c2cc1Cl)CCCC3)OCc1ccccc1 | x | 7
COc1cc(Cl)c(S(=O)(=O)NCc2cccnc2)cc1Cl | 82 | 1
CCOc1cccc(C2C(C(=O)c3ccc(C)o3)=C(O)C(=O)N2c2nccs2)c1 (stereo not drawn) | 80 | 7
COc1ccc(C(NC(C)=O)c2c(OC(C)=O)ccc3ccccc23)cc1OC (stereo not drawn) | x | -17
O=C(Cc1ccc(-c2ccccc2)cc1)N1CCOCC1 | 86 | 10
C=CCOC(=O)Nc1ccc(Cl)cc1NC(=O)OCC=C | 96 | 7
CCCCC(CC)CNC(=O)COc1cc(C)c(Cl)c(C)c1 (stereo not drawn) | x | 5
CCN(CC)C(=O)CSc1nc2cc3c(cc2c(=O)n1Cc1ccc2c(c1)OCO2)OCO3 | x | -12
Cc1c(C2OC(=O)C3(CCCCC3)C(=O)C2(C)C)c(=O)n(-c2ccccc2)n1C (stereo not drawn) | 106 | 5
COc1ccc(C(=O)/C=C/c2ccc(OC)c3cccc(O)c23)cc1OC | x | 3
O=C(Nc1ccc2c(c1)OCO2)c1cnn2c(C(F)(F)F)cc(-c3ccco3)nc12 | 59 | 6
O=C(CN1CCOc2ccccc21)N1CCCC1 | 95 | 2
Clc1ccc(Cn2ncc3c(NCCN4CCOCC4)ncnc32)cc1 | 142 | 7
Cc1cc2cc(C(c3nnnn3CC3CCCO3)N3CCCc4ccccc43)c(=O)[nH]c2cc1C (stereo not drawn) | 68 | 2
CCOC(=O)Nc1ccc2c(c1)N(C(=O)CCN)c1ccccc1S2 | x | -10
CC1CCCCN1Cc1nc2c(c(=O)n(C)c(=O)n2C)n1Cc1cccc2ccccc12 (stereo not drawn) | 80 | 8

A stretch taken from the entries so far, for reference:
SMILES | BAP1 inh | HePTP inh
O=[N+]([O-])c1ccc(OCCN2CCCCC2)cc1 | x | 2
COc1cc2c(cc1OC)C(C)N(C(=O)Cn1ncc3c1-c1ccccc1OC3)CC2 (stereo not drawn) | 96 | 11

Continued.
SMILES | BAP1 inh | HePTP inh
CC(=O)Nc1cccc(NC(=O)C2CCCN2C(=O)Nc2ccccc2C)c1 (stereo not drawn) | 97 | 6
COc1cc(C2Nc3ccccc3NC3=C2C(=O)CC(c2ccccc2)C3)cc(OC)c1OC (stereo not drawn) | 108 | x
COc1ccc(C(=O)Nc2cc(-c3nn4c(C)nnc4s3)ccc2C)cc1 | 96 | 12
Cc1ccc(SCC(=O)NCC(C)C)cc1 | 84 | -2
Nc1nc2ccccc2n1/N=C/c1ccc(Br)cc1 | 94 | 3
O=C(NC(=S)N1CCOCC1)c1ccc(F)cc1 | x | -8
CC(=O)N1CCCc2cc(S(=O)(=O)CCC(=O)N3CCN(c4cccc(C)c4)C(C)C3)ccc21 (stereo not drawn) | 92 | 1
Nc1cc(OC(=O)c2ccccc2Br)nn1S(=O)(=O)c1ccccc1 | 101 | 4
O=C(CCc1ccc(S(=O)(=O)N2CCOCC2)cc1)Nc1cc(Cl)ccc1N1CCOCC1 | 81 | x
Clc1cccc(-c2nc(-c3ccccn3)no2)c1 | 106 | 1
O=C(CCCN1C(=O)/C(=C\c2cccs2)SC1=S)Nc1cccnc1 | x | -8
Cc1ccc(C)c(NC(=O)CSc2ccccn2)c1 | x | -2
Cc1cc(C=O)c(C)n1-c1ccc(Sc2ccc([N+](=O)[O-])cc2)cc1 | x | 12
COc1ccc(Br)cc1/C=C/C(=O)Nc1cc(-c2nc3ccccc3o2)ccc1C | x | -14
COc1ccc(-c2nnc(SCC(=O)O)n2N)cc1 | x | -13
O=C(CN1C(=O)/C(=C\c2ccccc2Cl)SC1=S)Nc1cc(Cl)ccc1O | x | 1
O=C(Nc1nc2c(s1)CCCC2)c1cc2n(n1)C(C(F)(F)F)CC(C1CC1)N2 (stereo not drawn) | 90 | 0
Cn1c2c(c(=O)n(C)c1=O)CN(CCN1CCNCC1)CN2 | 94 | 5
Cc1oc2ccc(OCc3ccc([N+](=O)[O-])cc3)cc2c1C(=O)OC(C)C | x | 4
CCC(=O)Nc1ccc(-c2nc3ccccc3o2)cc1 | x | 4
O=C(OCCN(CCOC(=O)c1ccncc1)S(=O)(=O)c1cccs1)c1ccncc1 | 95 | 12
O=C(c1cn(-c2ccccc2)nc1-c1ccc(F)cc1)N1CCOCC1 | 105 | -2
CCOc1ccc2nc(SCC(=O)Nc3cc(OC)ccc3OC)sc2c1 | x | 6
O=C(c1c(Cl)nc2sccn12)N(C(=O)c1c(Cl)nc2sccn12)c1ccc(Cl)cn1 | 73 | -7
O=C(OCC(=O)N1CCOCC1)C(c1ccccc1)c1ccccc1 | 117 | -3
Oc1cccc(Oc2ccccc2)c1 | 53 | x
Cc1ccc(OCC(O)Cn2c(N3CCOCC3)nc3c2c(=O)[nH]c(=O)n3C)cc1 (stereo not drawn) | 101 | 8
NC(=O)C1CCC(NC(=O)OCc2ccccc2)CC1 (stereo not drawn) | 100 | 4
Cc1sc2ncnc(Sc3nnnn3-c3ccc(Cl)cc3)c2c1C | x | 6
CCC(c1nnnn1C1CCCC1)N1CCN(C(=O)c2ccco2)CC1 (stereo not drawn) | 101 | 1
Clc1ccc(-c2nnc3ccccn23)cc1 | 137 | 0
COc1ccc(/C=N/NC(=O)c2cccc([N+](=O)[O-])c2)cc1Br | x | -6
Cc1cccc(N2CCN(C(=O)Nc3ccc(Cl)cc3)CC2)c1C | x | 4
COc1cccc2sc(NC(=O)/C=C/c3ccccc3)nc12 | x | 7
COc1ccc(-n2ncc3c(N4CCc5ccccc54)ncnc32)cc1 | 178 | 7
Cc1ccccc1OCC1Cn2c(nc3c2c(=O)[nH]c(=O)n3C)O1 (stereo not drawn) | 104 | 6
O=C1c2ccccc2NC(c2ccc(-c3ccccc3[N+](=O)[O-])o2)N1c1ccccc1 (stereo not drawn) | x | 7
Cc1nnc(N(Cc2ccco2)C(=O)c2ccno2)s1 | 74 | 3
O=C(O)C1C2CCC(C2)C1C(=O)Nc1nc(-c2ccc(Cl)cc2)cs1 (stereo not drawn) | x | 6
COc1ccc(N(CC(=O)NCc2ccccn2)S(=O)(=O)c2ccc(OC)c(OC)c2)cc1 | x | -4
